# Source: PubChem BioAssay (National Center for Advancing Translational Sciences (NCATS))
# Cycloheximide cs: Cycloheximide Counterscreen for Small Molecule Inhibitors of Shiga Toxin | max response, % | cell reporter, cycloheximide protein synthesis inhibition counterscreen | hit rate 12% among 300,000; in the data active = max response mostly above about 13%, no sharp cut-off; inactive = mostly below about 14%; note: read at 38.3 µM for the half of the compounds with a filed dose; 0% is about no effect
# Giardia FBPA inh: qHTS Assay for Inhibitors of Fructose-1,6-bisphosphate Aldolase from Giardia Lamblia | AID 2451, 2010 | A8B2U2 | hit rate 0.71% among 290,000 | purified Giardia FBPA | Potency, µM (series often up to 59.6 µM), for inactives: at the top dose activity, negative = inhibition, most hits filed as inhibitors; note: potency is the fitted concentration of half-maximal effect; % is set by controls: 0 for no effect and ±100 for the full control effect; nearly all actives have a fitted effect of over 55% in size
# Target sequence (A8B2U2 whole entry, looked up): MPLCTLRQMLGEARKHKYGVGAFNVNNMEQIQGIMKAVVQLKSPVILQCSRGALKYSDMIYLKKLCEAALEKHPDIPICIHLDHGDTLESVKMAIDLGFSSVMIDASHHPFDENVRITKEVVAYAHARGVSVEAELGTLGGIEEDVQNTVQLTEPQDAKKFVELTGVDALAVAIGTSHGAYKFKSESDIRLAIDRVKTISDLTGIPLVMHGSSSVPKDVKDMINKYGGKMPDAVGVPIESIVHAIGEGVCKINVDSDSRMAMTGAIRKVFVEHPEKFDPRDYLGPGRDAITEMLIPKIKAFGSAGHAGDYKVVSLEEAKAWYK
#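 Giardia FBPA (40 nM reagent) was preincubated 10 min at RT with compound (up to 57.5 uM final), then substrate plus GAPDH/TPI/NAD/arsenate coupling system with diaphorase/resazurin was added; resorufin fluorescence (525/598 nm) was read after 20 min.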
# Shiga toxin inh: A qHTS for Small Molecule Inhibitors of Shiga Toxin | Vero cells, Shiga toxin protein synthesis inhibition reporter | inhibition, % at 38.7 µM | hit rate 9.2% among 290,000 | AID 2315, 2010; in the data active = inhibition mostly above about 28%, no sharp cut-off; inactive = mostly below about 43%; note: 0% is about no effect
# Pf growth 48h: Primary qHTS for delayed death inhibitors of the malarial parasite plastid, 48 hour incubation; hit rate 5.9% among 310,000; P. falciparum luciferase growth in erythrocytes, 48 h; Potency, µM (highest dose often 28.7 µM), inactives show top-dose activity change, negative = inhibition, most hits filed as inhibitors; note: potency is the fitted concentration of half-maximal effect; % is set by controls: 0 for no effect and ±100 for the full control effect
#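 Growth was read as firefly luciferase luminescence after a 48 h, 37 C, 5% CO2 exposure of compounds to reporter-bearing P. falciparum cultures (0.1% parasitemia, 2% hematocrit final) in Albumax-supplemented RPMI 1640.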
# Pf growth 96h: Primary qHTS for delayed death inhibitors of the malarial parasite plastid, 96 hour incubation. P. falciparum luciferase reporter growth, 96 h. Potency, µM (titrated, usually from 28.7 µM), inactives show at the top dose activity change, negative = inhibition, hits mostly inhibitors. hit rate 6.9% among 320,000. AID 504834, 2011; note: potency is the fitted concentration of half-maximal effect; % is set by controls: 0 for no effect and ±100 for the full control effect
#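 P. falciparum expressing integrated firefly luciferase, in erythrocytes at 2% hematocrit, 0.05% parasitemia, incubated with compounds 96 h at 37 C, 5% CO2. Growth inhibition read as loss of luminescence; two-generation exposure targets delayed-death apicoplast inhibitors.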
# Sm TGR block: qHTS Assay for the Inhibitors of Schistosoma Mansoni Peroxiredoxins. Schistosoma mansoni thioredoxin glutathione reductase (TGR), Q962Y6. purified TGR, DTNB reduction, TNB absorbance 405 nm. Potency, µM (top dose mostly 114 µM), without a hit: at the highest dose activity change, negative = inhibition, usual class: inhibitors. hit rate 3% among 360,000. AID 485364, 2010; note: potency is the fitted concentration of half-maximal effect; % is set by controls: 0 for no effect and ±100 for the full control effect; nearly all actives have a fitted effect of over 60% in size
#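 Kinetic colorimetric format: TGR-catalysed, NADPH-driven DTNB reduction monitored via TNB absorbance. Enzyme dispensed at 20 nM; compound exposure 15 min at room temperature before reaction start.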
# * hit, by the source's call; ? = inconclusive; / = no result given; & = joins results of further samples; [ ] = dose if it differs, or a comment. Unless noted, calls come from the whole dose curve; as a rule, active = well fitted curve in the direction sought with a large enough effect; inconclusive = small, poorly fitted or top-dose-only effect, or another doubt; inactive = no such curve, though single readings can be large; an effect the other way counts as inactive or inconclusive.
SMILES,Cycloheximide cs,Giardia FBPA inh,Shiga toxin inh,Pf growth 48h,Pf growth 96h,Sm TGR block
CCOC(=O)CC1=NC(=O)CS1,-2,-1%,3,2%,?,-5%
CC(OC(=O)c1ccco1)C(=O)Nc1ncc(Cl)cc1Cl (stereo unspecified),/,/,/,17%,1%,1%
CCCCn1c(N)c(N(CCOC)C(=O)c2cc3c(s2)CCCCC3)c(=O)[nH]c1=O,/,/,/,?,-19%,4%
COc1ccc(C2CC(c3ccc([N+](=O)[O-])cc3)=NN2C(=O)c2ccccc2)cc1OC (stereo unspecified),-1,-12%,23,?,-17%,1%
COC(=O)C1=C(C)NC2=C(C(=O)C(C(=O)OC)C(c3ccc(OC)cc3)C2)C1c1ccccn1 (stereo unspecified),-2,5%,-12,?,?,2%
CC(C)NC(=S)NCc1cccs1,-1,-1%,26,0%,3%,3%
Cc1ccccc1OCC(=O)NN1Cc2ccccc2C1=N,-1,-3%,3,/,?,-3%
Cc1ccccc1NS(=O)(=O)c1cc(C(=O)Nc2ccccc2-c2ccccc2)ccc1Cl,1,11%,-9,?,-16%,-8%
CCc1nnc(NC(=O)CSc2ccc(-c3cccs3)nn2)s1,9,6%,14,11%,?,2%
CCOC(=O)c1sc(NC(=O)C2CC(=O)N(c3ccc(OC)cc3)C2)nc1C (stereo unspecified),-9,12%,-4,0%,70%[activator],2%
O=C(CCN1CCC(c2ccc(Cl)s2)=N1)c1ccc(Cl)s1,14,3%,-3,0%,60%[activator],?
CCOC(=O)c1c(C)[nH]c(C)c1C(=O)COC(=O)[C@@H]1CCCN1S(=O)(=O)c1ccc(Cl)cc1,-3,-6%,-17,/,-12%,-6%
CCOc1ccc(CNC(=O)c2nnc(CS(=O)(=O)c3ccccc3)o2)cc1OC,1,12%,-1,4.7µM*,?,8%
O=C1CSCC(=O)N1c1ccccc1,-1,-1%,-7,-2%,/,0%
COC(=O)c1c(NC(=O)c2ccc(C)cc2)sc(Cc2ccccc2)c1C,8,13%,-8,?,43%[activator],-7%
CC1Oc2ccccc2N(CC(=O)NCc2cccs2)C1=O (stereo unspecified),19*,-3%,31*,82%[activator],-11%,2%
Cc1occc1C(=O)Nc1cccc(C(=O)O)c1,20*,4%,34,134%[activator],/,1%
COc1ccccc1N1CCN(C(=O)c2c(-c3c(Cl)cccc3Cl)noc2C)CC1,-1,-3%,-7,10µM*,7%,-10%
CN(C)c1ccc(CN(C)C2CCCCC2)cc1,-7,-21%,-9,/,-13%,-19%
CCN(CC1CCCN(CCc2cccc(OC)c2)C1)C(=O)c1ccc(COC)o1 (stereo unspecified),0,/,-21,-19%,3%,-4%
O=C(Nc1cccc(Cl)c1)C1CCCN(c2cnccn2)C1 (stereo unspecified),5,-22%,-10,4%,28%,5%
CCOc1ccc(C(=O)CCC(=O)Nc2ccc(C)c(S(=O)(=O)N3CCCCC3)c2)cc1,/,/,/,0%,-23%,-8%
Cc1c(C(=O)N(C)C)sc2nc(-c3ccccn3)[nH]c(=O)c12,11,2%,14,/,-20%,0%
CC(=O)Nc1ccc(NC(=O)CCCc2ccccc2)cc1,31*,3%,24,-14%,22%,-1%
O=C(NC(=S)Nc1ccc(CN2CCOCC2)cc1)c1ccc(-c2ccc(Br)cc2)o1,-3,0%,2,13µM*,?,?

# More compounds:
SMILES,Cycloheximide cs,Giardia FBPA inh,Shiga toxin inh,Pf growth 48h,Pf growth 96h,Sm TGR block
COCCC(=O)N1CCC(Oc2ccc(C(=O)NC(C)CCn3cccn3)cc2)CC1 (stereo unspecified),-2,/,-9,-4%,61%[activator],-3%
Cc1ccccc1OCc1nc(-c2ccc(Br)o2)no1,11,-2%,60,/,-2%,-15%
O=C(CCS(=O)(=O)c1cccc2nonc12)N1CCN(c2ccc(F)cc2)CC1,1,2%,-4,-9%,9%,?
COC(=O)c1c(NC(=S)NC(=O)c2ccco2)sc2c1CCCC2,2,-10%,-14,15%,9%,-5%
COc1ccc(CCN2CC(C(=O)N(C)CCn3nc(C)cc3C)CCC2=O)cc1 (stereo unspecified),1,/,-3,-18%,?,-11%
OCCC1CN(CC(c2ccccc2)c2ccccc2)CCN1C1CCCC1 (stereo unspecified),-2,-3%,11,?,?,-12%
COc1ccc(C(CNC(=O)C(C)Oc2ccc(Br)cc2)N2CCCC2)cc1 (stereo unspecified),/,/,/,12µM*,?,-3%
O=C(Nc1ccc(-c2nc3ncccc3o2)cc1)c1ccc([N+](=O)[O-])o1,-3,2%,44,9.3µM*,-2%,-13%
Cc1cc(=O)[nH]c(N/N=C2/CCCC/C2=C\c2ccccc2)n1,2,?,19,?,?,22µM*
CCOc1cc(CNc2ccc(Br)cc2)cc(Br)c1OCC(=O)NC(C)(C)C,-1,-9%,5,?,/,4%
COc1ccc(C2=NS(=O)(=O)N(C)C(C(=O)NC(C)c3ccccc3)=C2)cc1 (stereo unspecified),-3,1%,10,4%,24%,0%&-1%
Cc1ccc2c(C)nc(Nc3nc(CSc4nnnn4-c4ccccc4)cc(=O)[nH]3)nc2c1,4,-2%,-10,2.3µM*,/,5%
COc1ccc(Nc2nnc(SCC3CCCO3)s2)cc1 (stereo unspecified),24*,-11%,54,0%,?,10%
Cc1ccc(C2CCN(C(=S)NC(C)(C)C)C2)cc1 (stereo unspecified),31*,4%,76*,40%[activator],?,10%
NC(=O)c1c(NC(=O)c2cccc(N3C(=O)CCC3=O)c2)sc2c1CCCCC2,2,/,20,?,107%[activator],-12%
N#C/C(=C\c1ccco1)C(=O)Nc1cccc2ncccc12,-1,5%,-21,11%,39%[activator],-13%
O=C1CCC(N2C(=O)c3ccccc3C2=O)C(=O)N1 (stereo unspecified),-2,-4%&0%&5%&-4%,-10,31%&-2%[activator],16%&2%,0%
Cc1ccc(C(C)NC(=O)c2cc3ccccc3oc2=O)cc1C (stereo unspecified),2,17%,/,66%[activator],140%[activator],1%
CC1CC(C)CN(C(=O)COC(=O)c2ccc([N+](=O)[O-])o2)C1 (stereo unspecified),/,/,/,-29%,5%,?
CCOc1cc(/C=C2\SC(=S)N(C(C(=O)O)c3ccccc3)C2=O)ccc1O (stereo unspecified),-2,11%,-6,16%,-6%,5%
O=C(N/N=C/C(Br)=C/c1ccccc1)c1cc(-c2ccco2)[nH]n1,8,-4%,39*,-10%,7%,/
CCC(C)NC(=O)C1CCN(S(=O)(=O)N2CCC3(CC2)OCCO3)CC1 (stereo unspecified),-2,8%,-5,14%,-29%,8%
Cc1ccc(-c2noc(C3CCN(C(=O)Nc4ccc(C#N)cc4)CC3)n2)o1,-2,-1%,-4,?,18%,-3%
COC(=O)CCc1nc2c(C#N)c(-c3ccc(Cl)cc3)ccn2n1,-1,5%,-10,?,14%,-1%
COc1ccc([N+](=O)[O-])cc1N(CC(=O)NCCSc1ccc(C)cc1)S(C)(=O)=O,-3,0%,-22,-22%,52%[activator],-1%

# An excerpt from above with just Pf growth 48h and Pf growth 96h.
Molecule	Pf growth 48h	Pf growth 96h
OCCC1CN(CC(c2ccccc2)c2ccccc2)CCN1C1CCCC1 (stereo unspecified)	?	?
CCC(C)NC(=O)C1CCN(S(=O)(=O)N2CCC3(CC2)OCCO3)CC1 (stereo unspecified)	14%	-29%

# Exported with values under each structure: 4 of the compounds above.
# Results follow in this order: Cycloheximide cs	Giardia FBPA inh	Shiga toxin inh	Pf growth 48h	Pf growth 96h	Sm TGR block
- NC(=O)c1c(NC(=O)c2cccc(N3C(=O)CCC3=O)c2)sc2c1CCCCC2
 : 2	/	20	?	107%[activator]	-12%
- Cc1ccc(C(C)NC(=O)c2cc3ccccc3oc2=O)cc1C (stereo unspecified)
 : 2	17%	/	66%[activator]	140%[activator]	1%
- Cc1ccc(-c2noc(C3CCN(C(=O)Nc4ccc(C#N)cc4)CC3)n2)o1
 : -2	-1%	-4	?	18%	-3%
- Cc1ccccc1OCc1nc(-c2ccc(Br)o2)no1
 : 11	-2%	60	/	-2%	-15%

# Carrying on.
SMILES,Cycloheximide cs,Giardia FBPA inh,Shiga toxin inh,Pf growth 48h,Pf growth 96h,Sm TGR block
COC(=O)c1ccc(C2/C(=C(/O)c3ccc(OC(C)C)cc3)C(=O)C(=O)N2c2cc(C)on2)cc1 (stereo unspecified),-2,?,9,9%,/,-3%
CCOC(=O)c1ccc(NC(=S)N(Cc2cccnc2)Cc2ccco2)cc1,0,-23%,-4,?,?,-18%
O=C(Cn1c(-c2ccccn2)nc2ccccc21)N/N=C/c1cccnc1,-2,2%,5,-9%,-9%,2%
Cc1cc(C)c(NC2=CC(=O)CC(C)(C)C2)c(C#N)c1,-4,16%,30,-11%,6%,-16%
O=C(Nc1ccc2c(c1)OCO2)C1CCN(C(=O)c2ccc([N+](=O)[O-])cc2)CC1,8,0%,8,-15%,-13%,/
CCN(c1ccccc1)S(=O)(=O)c1ccc(OC)c(OC)c1,-3,10%,-18,/,10%,7%
Cc1ccccc1CSCC(=O)Nc1ccccc1F,44*,0%,/,26%,?,-10%
COc1ccc(C(=O)Nc2cc3c4c(c2)CC(=O)N4CCC3)c(OC)c1,/,/,/,-6%,2%,?
O=C(c1cc(-c2ccncc2)nc2ccc(Cl)cc12)N1CCN(Cc2ccc3c(c2)OCO3)CC1,-7,-6%,-5,?,10%,-12%
O=C(c1ccc2c(=O)n3c(nc2c1)CCCCC3)N1CCN(Cc2ccccc2)CC1,-3,3%,-14,0%,/,-13%
CCc1nnc(NC(=O)c2c(OC)cccc2OC)s1,-2,17%,10,34%[activator],-5%,4%
Cc1cc(C)c(C(N)=O)c(SCC(=O)c2cc(C)c(C)cc2C)n1,12,1%,-6,9%,/,-16%
Cc1ccc(S(=O)(=O)NNC(=S)Nc2c(Cl)cccc2Cl)cc1,7,-11%,8,-7%,6%,1%
COc1ccccc1S(=O)(=O)Cc1ccc(C(=O)NCC(OC)OC)o1,1,-1%,4,-7%,-14%,-27%
CCCCCc1cc(O)c2c3c(c(=O)oc2c1)CN(C)CC3,1,-3%,-17,?,-6%,-1%[57.1 µM]
Nc1ccccc1OCCOCCOc1ccccc1N,8,-2%,-6,12%,?,1%
COc1cccc(/C=N/Nc2ccnc(=O)[nH]2)c1O,26*,-10%,56*,0.29µM*,0.23µM*,2%
Cc1cc(-c2cccs2)c(C#N)c(=S)[nH]1,2,-14%,20,2%,13%,-13%
Clc1cccc(C2CCN(Cc3nc(COc4ccccc4)no3)C2)c1 (stereo unspecified),2,-3%,13,-2%,?,35µM*
CCCCC(=O)NCc1ccc2c(c1)cc(C)n2C,14,-11%,52*,16%,170%[activator],2%
O=C(/C=C/Nc1ccc(S(=O)(=O)Nc2ncccn2)cc1)c1ccc2ccccc2c1,1,-3%,5,3%,24%,-15%
CCOC(=O)c1ccccc1NC(=S)N1CCN(C(=O)c2ccco2)CC1,-10,-7%,-9,4%,?,-9%
COCc1cc(C)nc2sc(C(=O)Nc3nccs3)c(N)c12,42*,-16%,50,/,140%[activator],6%
O=C(c1ccco1)N1CCN(Cc2cc(=O)c(OCc3ccccc3F)co2)CC1,/,/,/,?,?,-20%
Cc1ccc(NC(=O)c2ccccc2-c2cc(C)no2)cc1,3,8%,-6,?,12%,-5%
O=C(COC(=O)c1cnccn1)NCc1ccccc1,-2,-1%,-9,4%,?,6%
COc1ccccc1N(CC(=O)NC(C)(C)C)C(=O)c1ccc(Cl)nc1,-1,4%,-9,34%,/,-7%
COc1ccc(Cn2c(-c3ccc(OC)c(O)c3)nc3ccccc32)cc1O,27*,-6%,75*,-11%,25%,7%[57.1 µM]
